# Screening results as filed in PubChem BioAssay.
# Mtb BioA inh – M. tuberculosis BioA enzyme inhibitors, primary screen, biochemical, plate reader, single point, HTS. purified M. tuberculosis BioA enzyme. inhibition, % at 9.99 µM. 0.096% of 360,000 active. AID 602481, 2012; in the data active = inhibition above about 40%
# FadD28 FP inh – inhibitors of FadD28 bisubstrate probe binding, primary screen, biochemical, fluorescence polarization, single point; Mycobacterium tuberculosis FadD28 fatty-acid-AMP ligase; inhibition, % at 12.5 µM; 0.22% of 360,000 active; in the data active = inhibition above about 8.5%, passing the limit was not always enough
# GDH-TPI counter – GDH-TPI coupling enzyme inhibitors, primary screen, artefact control for M. tuberculosis FBA inhibitor project, biochemical, absorbance, full deck. AID 588335, 2011. 1.2% of 360,000 active. inhibition, % at 4.8 µM. GDH-TPI coupled enzyme counterscreen, NADH absorbance;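 note: 0% = DMSO wells and 100% = wells lacking the enzyme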
# BoNT F protease – BoNT/F light chain protease inhibitors, primary screen, biochemical, flow cytometry, MLPCN library | Botulinum neurotoxin type F light chain protease (Clostridium botulinum) | Multiplex microsphere protease cleavage assay | inhibition, % at 10 µM | 0.22% of 360,000 active | AID 588497, 2011; in the data active = inhibition above about 35%, passing the limit was not always enough; note: plate controls were buffer without enzyme for full effect and enzyme alone for no effect
# UGM FP inh – M. tuberculosis UGM enzyme inhibitors, primary screen, biochemical, fluorescence polarization, single point; UDP-galactopyranose mutase (Mycobacterium tuberculosis (strain ATCC 25618 / H37Rv)), …; purified UGM, fluorescence polarization probe displacement; inhibition, % at 10 µM; 0.06% of 320,000 active; AID 504406, 2011; in the data active = inhibition above about 10%, passing the limit was not always enough
# Target sequence (P9WIQ1 whole entry, looked up): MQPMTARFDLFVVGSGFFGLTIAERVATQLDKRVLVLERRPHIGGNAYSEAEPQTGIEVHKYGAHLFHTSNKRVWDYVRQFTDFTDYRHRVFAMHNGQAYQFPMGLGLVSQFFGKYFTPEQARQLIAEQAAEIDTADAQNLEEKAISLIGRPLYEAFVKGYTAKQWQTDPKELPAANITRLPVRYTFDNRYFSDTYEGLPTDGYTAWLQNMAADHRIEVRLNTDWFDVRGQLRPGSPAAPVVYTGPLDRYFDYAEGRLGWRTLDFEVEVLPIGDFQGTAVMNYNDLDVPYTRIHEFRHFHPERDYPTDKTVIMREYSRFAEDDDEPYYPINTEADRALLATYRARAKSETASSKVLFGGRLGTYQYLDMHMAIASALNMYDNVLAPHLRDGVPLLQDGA
# CCHFV vOTU inh – CCHFV vOTU protease inhibitors, primary screen, biochemical, Pep-AMC substrate, fluorescence; inhibition, % at 11.5 µM; AID 651958, 2012; 0.55% of 370,000 active; note: 0% = vehicle wells with enzyme and 100% = no enzyme wells
# Rv3671c protease – Rv3671c serine protease inhibitors, primary screen, biochemical, fluorescence polarization, M. tuberculosis H37Rv. inhibition, % at 5.96 µM. 0.048% of 320,000 active. AID 2606, 2010; in the data active = inhibition above about 38%;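 note: extracellular domain of Rv3671c used as enzyme; 0% = enzyme with DMSO and 100% = no enzyme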
# VHR inh abs – VHR1 phosphatase inhibitors, primary screen, biochemical, absorbance, uHTS | inhibition, % at 13.3 µM | recombinant VHR phosphatase, pNPP absorbance | 0.52% of 290,000 active | Dual specificity protein phosphatase 3 (Homo sapiens), P51452; in the data active = inhibition above about 50%; note: some compounds called inactive have numbers as strong as hits
# Target sequence (P51452 whole entry, looked up): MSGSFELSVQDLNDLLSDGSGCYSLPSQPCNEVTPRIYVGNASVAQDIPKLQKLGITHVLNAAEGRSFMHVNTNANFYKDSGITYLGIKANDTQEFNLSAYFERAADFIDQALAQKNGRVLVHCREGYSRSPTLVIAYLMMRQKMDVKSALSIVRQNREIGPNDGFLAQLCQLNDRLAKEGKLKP
# MazF activator – activators of E. coli MazEF toxin-antitoxin RNase, primary screen, biochemical, fluorescence, uHTS | FAM/BHQ RNA-DNA oligo cleavage fluorescence, 5 h | Endoribonuclease toxin MazF (Escherichia coli (strain K12)), P0AE70 | activation, % at 20 µM | 0.32% of 350,000 active; in the data active = activation above about 50%
# Target sequence (P0AE70 whole entry, looked up): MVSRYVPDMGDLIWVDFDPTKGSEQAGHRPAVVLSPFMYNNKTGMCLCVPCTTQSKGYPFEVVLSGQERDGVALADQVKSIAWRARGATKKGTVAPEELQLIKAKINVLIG
# FBA Mtb inh – Mtb FBA enzyme inhibitors, primary screen, biochemical, fluorescence, strain H37Rv. purified M. tuberculosis FBA, fluorescence read-out. inhibition, % at 1 µM. 2.3% of 360,000 active. AID 588726, 2011; in the data active = inhibition above about 27%;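 note: 0% = vehicle and 100% = reference inhibitor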
# Target sequence (P9WQA3 whole entry, looked up): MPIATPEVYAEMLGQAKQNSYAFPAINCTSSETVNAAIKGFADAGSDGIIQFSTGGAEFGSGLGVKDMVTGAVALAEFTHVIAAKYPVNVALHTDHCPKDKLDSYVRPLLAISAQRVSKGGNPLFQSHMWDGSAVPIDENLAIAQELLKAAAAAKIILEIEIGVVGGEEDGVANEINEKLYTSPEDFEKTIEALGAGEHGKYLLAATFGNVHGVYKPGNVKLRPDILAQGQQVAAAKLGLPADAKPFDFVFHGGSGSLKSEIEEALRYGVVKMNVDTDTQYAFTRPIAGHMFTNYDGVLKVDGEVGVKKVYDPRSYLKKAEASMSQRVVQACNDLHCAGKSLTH
# An asterisk follows results filed as active; nt = not tested or not shown; & = joins results of further samples. Cut-off read from the data, not from the text of the source, unless noted: active = inhibition above about 30%; inactive = the rest.
# The line under a structure holds: Mtb BioA inh	FadD28 FP inh	GDH-TPI counter	BoNT F protease	UGM FP inh	CCHFV vOTU inh	Rv3671c protease	VHR inh abs	MazF activator	FBA Mtb inh
1	Cc1c(F)cccc1NS(=O)(=O)c1ccc2c(c1)n(C)c(=O)c(=O)n2C
→ -0.3	-3.6	8.2	9.8	-0.3	3.0	0.3	8.0	-17.8	-0.8
2	O=C(Cc1ccccc1[N+](=O)[O-])NCCCc1ccccc1
→ 5.0	-1.1	15.4	-13.8	0.3	16.2	-1.6	21.9	4.1	7.5
3	Cc1ccc(S(=O)(=O)N2CC=C(c3c(C)n(C)c4ccccc34)CC2)cc1
→ nt	-4.4	12.0	-0.3	-2.3	-6.0	-28.0	1.2	18.2	-1.7
4	COc1ccc(NC2CCCN(C(=O)CN3C(=O)c4ccccc4C3=O)C2)cc1OC (stereo not drawn)
→ 1.6	-3.8	-0.3	-1.8	0.8	-7.2	0.6	-5.0	4.1	2.5
5	CCOC(CNC(=O)c1cccn2c(=O)c3cc(Cl)ccc3nc12)OCC
→ -0.8	-3.5	2.8	7.5	1.2	-4.9	2.6	10.7	-8.1	2.0
6	Cc1c(C(=O)NCc2ccc(C(C)C)cc2)sc(=O)n1Cc1cccc(F)c1
→ -1.3	-16.3	7.1	0.1	nt	5.0	nt	nt	nt	-1.4
7	COc1ccc(NC(=O)c2cccc(S(=O)(=O)N3CCOCC3)c2)cc1
→ 2.3	0.8	-3.0	-2.1	-0.4	12.7	1.4	13.0	3.1	0.9
8	COc1cc(OC)cc(OC(=O)C2CCN(S(=O)(=O)c3ccc(OC)c(OC)c3)CC2)c1
→ -1.2	-0.2	4.2	3.4	5.3	-1.6	9.3	nt	0.6	0.8
9	CCOC(=O)C1=C(C)N(CC)C(=S)NC1c1ccc(Cl)cc1 (stereo not drawn)
→ 1.2	-2.0	-1.2	-15.8	-0.3	11.5	-7.8	5.6	-6.7	0.2
10	NC(=O)CC(NC(=O)Cc1ccc(Br)cc1)c1ccc(NC2CCCC2)c([N+](=O)[O-])c1 (stereo not drawn)
→ -0.9	0.2	0.9	-1.9	-1.3	6.3	-2.7	7.2	20.6	-2.1
11	Nn1c(SCc2ccccc2)nnc1-c1ccco1
→ -1.9	0.6	7.5	-5.3	-1.1	-3.0	6.3	-13.1	2.0	2.9
12	CCCC[n+]1c(-c2ccc(Cl)cc2Cl)csc1Nc1ccccc1
→ -2.8	-1.6	0.0	-3.4	-1.4	11.0	4.5	-10.1	-17.1	-2.0
13	COC(=O)c1ccc(N2CCN(C)CC2)c(NC(=O)c2ccc(Br)o2)c1
→ -1.0	-4.2	12.4	14.9	3.0	12.8	5.5	14.0	7.5	0.2
14	Cc1cc(C)c2cc(CN(Cc3ccco3)C(=S)NCC3CCCO3)c(=O)[nH]c2c1 (stereo not drawn)
→ nt	-7.6	2.8	-0.9	0.3	23.2	-10.2	-16.7	-2.4	-3.0
15	COc1ccc(CNC(=O)[C@H](CCSC)NC(=O)N2CCn3c2nc2ccccc23)cc1
→ 0.7	-2.7	0.0	2.1	1.2	15.3	0.7	25.2	8.1	-3.2
16	CC(=O)c1cccc(NC(=O)Cn2c(=O)oc3cc(S(=O)(=O)N4CCCC4)ccc32)c1
→ -1.4	5.0	11.1	-3.0	-0.6	-4.5	5.4	-1.3	-15.0	-0.9
17	O=C(CSCc1ccc([N+](=O)[O-])cc1)NC1CCCCCC1
→ nt	-1.6	-2.8	-2.0	-1.8	-11.6	-3.5	-11.2	-1.9	0.5
18	COc1ccc(NC(=O)Cn2nc(Cc3cccnc3)c3ccccc3c2=O)cc1OC
→ 0.5	-0.4	-6.2	5.6	0.2	-4.0	-2.0	10.8	4.1	1.4
19	COc1cc(OC)cc(-n2nnnc2SCC(=O)Nc2ccc(C(C)=O)cc2)c1
→ 1.4	0.0	3.0	2.4	1.2	8.4	10.2	-0.5	-39.1	6.2
20	COc1ccccc1[N+](=O)[O-]
→ -1.3	1.2	6.9	-5.5	0.7	-7.4	9.3	nt	4.3	-1.8
21	COc1ccccc1Nc1nc(-c2c(C)[nH]c3ccccc23)cs1
→ nt	-2.6	12.2	-33.1	-1.6	16.4	0.6	7.3	3.6	-1.1
22	Cc1ccc(S(=O)(=O)N2CCN(c3ccccn3)CC2)cc1
→ -0.7	-2.1	5.2	-8.4	-0.7	-8.7	4.2	39.7	1.7	2.8
23	CCN1CC(CN(C)Cc2nc(-c3ccc(C(F)(F)F)cc3)no2)CC1=O (stereo not drawn)
→ 0.3	-2.4	11.7	-1.6	4.3	0.5	9.4	4.0	0.7	6.8
24	C[C@H](CO)N1C[C@H](C)[C@@H](CN(C)Cc2cccc(C(=O)O)c2)OCc2cnnn2CCCC1=O
→ 0.1&-3.8	-1.4	9.3	4.8	nt	5.0	nt	nt	3.4	2.4
25	CN(C(=O)c1ccccc1C(=O)OCC(=O)c1ccc(F)cc1)c1ccccc1
→ -2.8	nt	5.6	-4.4	1.1	8.5	4.8	nt	-24.1	5.2
26	CC(=O)c1cc(C(=O)Nc2ccc(C(=O)O)cc2)oc1C
→ -0.9	-3.0	1.2	3.6	-1.6	1.3	4.7	15.6	3.9	3.4
27	O=C(Nc1cccc(S(=O)(=O)N2CCOCC2)c1)c1c2c(nc3ccccc13)CCC2
→ nt	-5.9	12.5	-3.0	-0.1	15.4	1.0	7.5	6.3	-6.5
28	CC(C)C(N)c1csc(NC(=O)Nc2ccc(OC(F)(F)F)cc2)n1 (stereo not drawn)
→ -0.7	-0.3	15.9	-12.6	nt	-5.1	nt	nt	nt	2.9
29	COc1ccc(NS(=O)(=O)c2cccc(C(=O)N/N=C/c3cccs3)c2)cc1
→ -1.3	-4.3	23.3	-5.9	6.7	-3.5	-47.0	-0.8	-24.3	1.4
30	CC(=O)c1cccc(N(CC(=O)NCCc2ccccc2)C(=O)c2csnn2)c1
→ -1.3	-3.1	-4.6	-0.6	-1.5	12.1	-1.2	21.1	-7.5	-2.4
31	C/C(=N\Nc1ccc(S(=O)(=O)N2CCCCC2)cn1)c1cccc(Br)c1
→ -4.9	0.3	9.9	-10.9	0.2	5.1	-15.6	nt	-19.0	3.3
32	CC(OC(=O)c1ccc(O)cc1)C(=O)Nc1cc(C(F)(F)F)ccc1Cl (stereo not drawn)
→ 1.0	-1.3	4.3	2.2	1.3	17.4	-10.2	-10.3	1.5	1.2
33	CCOC(=O)c1c(C)[nH]c(C)c1S(=O)(=O)N1CCOCC1
→ -0.5	-0.8	0.8	4.1	0.5	-8.2	-7.0	-12.2	9.2	-0.2
34	Cc1ccn2c(=O)c(NC(=O)c3cccc4ccccc34)c(C)nc2c1
→ -1.6	-2.2	20.6	-1.5	1.8	-1.1	-5.9	nt	4.6	-0.7
35	CNc1nc(C)c(C#N)cc1C(C)=O
→ 0.5	0.2	12.7	-5.1	-1.2	-6.5	1.9	-17.1	6.3	5.8
36	CC(=O)N(c1cccc(C)c1)C1SC(=O)N(c2ccccc2)C1=O (stereo not drawn)
→ 4.6	-3.4	1.4	-2.5	0.2	4.8	3.6	29.9	-7.3	-1.2
37	Cc1nnc(NCc2ccccc2)c2ccccc12
→ 1.1	1.5	-5.6	17.3	1.3	-12.0	-3.6	39.1	4.6	1.4
38	CN(Cc1nc(-c2ccccn2)no1)S(=O)(=O)c1ccc(Cl)cc1
→ -2.5	1.8	9.3	3.9	1.3	-4.9	0.7	-5.8	4.1	4.7
39	c1ccc2c(c1)CC(N1CCCCC1)c1ccccc1S2 (stereo not drawn)
→ nt	-3.2	0.8	-11.6	2.0	9.0	-5.2	nt	-1.2	-3.0
40	COc1ccc(CC(=O)NNC(=O)[C@@H]2CCCC[C@@H]2C(=O)O)cc1
→ 1.9	-1.1	1.3	-3.8	-0.6	-3.4	-5.9	23.9	1.6	-1.1

# Limited to CCHFV vOTU inh, for some of the entries so far:
cpd	mol	CCHFV vOTU inh
35	CNc1nc(C)c(C#N)cc1C(C)=O	-6.5
39	c1ccc2c(c1)CC(N1CCCCC1)c1ccccc1S2 (stereo not drawn)	9.0
28	CC(C)C(N)c1csc(NC(=O)Nc2ccc(OC(F)(F)F)cc2)n1 (stereo not drawn)	-5.1
30	CC(=O)c1cccc(N(CC(=O)NCCc2ccccc2)C(=O)c2csnn2)c1	12.1

# Next part:
# The line under a structure holds: Mtb BioA inh	FadD28 FP inh	GDH-TPI counter	BoNT F protease	UGM FP inh	CCHFV vOTU inh	Rv3671c protease	VHR inh abs	MazF activator	FBA Mtb inh
41	COc1ccc(C(C)=O)cc1CSc1nc2ccccc2o1
→ 2.1	-3.8	0.5	-2.1	-1.7	14.5	-3.3	-25.0	-8.0	2.1
42	CCC(C)(C(=O)NC1CCCC1)N(Cc1cccs1)C(=O)c1ccccn1 (stereo not drawn)
→ nt	1.3	5.5	-0.2	-1.9	2.1	5.1	8.2	1.5	-1.4
43	Cc1ccc(NC(=O)CCNS(=O)(=O)c2cccc3nonc23)cc1
→ 0.2	-0.2	4.6	-4.9	-0.9	23.8	0.8	3.5	-3.5	1.5
44	COc1cccc(C(=O)N(c2ccc(C)cc2)C2C=CS(=O)(=O)C2)c1 (stereo not drawn)
→ -0.3	-1.2	0.8	-5.6	-0.7	-10.1	-14.0	22.3	1.0	2.5
45	Cc1ccc(NC(=O)/C=C/c2cccs2)c([N+](=O)[O-])c1
→ -1.8	-2.6	17.2	-3.4	1.0	4.2	-1.2	-4.1	5.9	1.2
46	CCOc1ccc(N2CC(O)=C(c3nc4ccccc4c(=O)[nH]3)C2=N)cc1
→ nt	-2.8	-2.9	1.2	1.5	-20.6	-2.2	55.5*	-23.2	2.0
47	O=C(NCC1CC1)NC(=O)c1ccccc1F
→ nt	-1.6	nt	-0.3	nt	-1.6	nt	nt	nt	1.2
48	O=C(Nc1ccc(F)cc1)C1CCCN1S(=O)(=O)c1cccc2nsnc12 (stereo not drawn)
→ -1.3	-4.7	6.3	-0.3	0.5	10.7	2.6	-15.7	6.7	0.2
49	O=C(Nc1ccccc1F)c1ccc(C(=O)c2ccccc2)cc1
→ -3.2	-3.3	-3.1	-2.9	-0.3	-0.1	-4.3	17.9	-0.9	-0.6
50	Fc1ccc(-c2ccc(-c3nn4c(-c5ccco5)nnc4s3)o2)cc1
→ 3.4	-4.5	7.0	16.6	-0.7	-14.4	-3.4	-1.4	4.5	4.0
51	CCOC(=O)c1c(NC(C)=O)sc2c(O)c(CN3CCN(CC)CC3)ccc12
→ -0.8	0.2	9.9	-11.9	-0.7	-4.6	12.3	25.0	3.8	2.1
52	C/C(CC(=O)Nc1ccc(C)c(Cl)c1)=N\NC(=O)c1ccccn1
→ -1.5	-5.6	-6.0	0.8	9.3	5.0	-14.5	0.0	8.3	-0.8
53	COc1ccc(C(=O)NC(=S)NCc2cccnc2)cc1[N+](=O)[O-]
→ nt	-1.3	4.7	-3.5	0.0	-4.1	-8.9	4.6	8.7	-0.7
54	COc1ccc2[nH]c(=O)c(CNc3ccc(C)cc3C)cc2c1
→ nt	-1.0	3.9	-7.6	2.7	-1.4	5.0	17.2	-4.1	8.3
55	Cc1cc(C)n2nc(C(=O)OCC(=O)Nc3ccc4c(c3)OC(F)(F)O4)nc2n1
→ -0.3	-4.7	13.1	-0.3	nt	8.0	3.0	6.2	6.5	0.6
56	O=Cc1cn(Cc2ccc(F)cc2)c2ccccc12
→ 2.6	-2.3	0.0	-2.7	0.7	18.1	1.2	15.4	-3.5	-1.7
